CHT inh: inhibitors of human choline transporter CHT; CHT-expressing cells, membrane potential dye, choline response; active compounds read low; High affinity choline transporter 1 (Homo sapiens), Q9GZV3; AID 488975, 2010; actives 0.86% (n = 310,000); B-score at 10 µM;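 active means B-score over 3 SD under the library average, and starting fluorescence ratio not unusually high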;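 further: choline stimulus applied at its EC90 after an EC20 pre-addition; B-score computed on integrated fluorescence ratio after choline addition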
KCNQ2 inh: KCNQ2 potassium channel inhibitors, primary screen, cell-based, CHO-K1, FluxOR thallium flux, B-score (AID 2156). Potassium voltage-gated channel subfamily KQT member 2 (Rattus norvegicus), O88943. 20 min; active compounds read low. B-score at 10 µM. actives 1.1% (n = 310,000);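 active means fluorescence ratio B-score at most minus 3 library SDs, with starting brightness B-score within 2 library SDs, cut at about -5.5 in these data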
Target sequence (O88943 whole entry, looked up): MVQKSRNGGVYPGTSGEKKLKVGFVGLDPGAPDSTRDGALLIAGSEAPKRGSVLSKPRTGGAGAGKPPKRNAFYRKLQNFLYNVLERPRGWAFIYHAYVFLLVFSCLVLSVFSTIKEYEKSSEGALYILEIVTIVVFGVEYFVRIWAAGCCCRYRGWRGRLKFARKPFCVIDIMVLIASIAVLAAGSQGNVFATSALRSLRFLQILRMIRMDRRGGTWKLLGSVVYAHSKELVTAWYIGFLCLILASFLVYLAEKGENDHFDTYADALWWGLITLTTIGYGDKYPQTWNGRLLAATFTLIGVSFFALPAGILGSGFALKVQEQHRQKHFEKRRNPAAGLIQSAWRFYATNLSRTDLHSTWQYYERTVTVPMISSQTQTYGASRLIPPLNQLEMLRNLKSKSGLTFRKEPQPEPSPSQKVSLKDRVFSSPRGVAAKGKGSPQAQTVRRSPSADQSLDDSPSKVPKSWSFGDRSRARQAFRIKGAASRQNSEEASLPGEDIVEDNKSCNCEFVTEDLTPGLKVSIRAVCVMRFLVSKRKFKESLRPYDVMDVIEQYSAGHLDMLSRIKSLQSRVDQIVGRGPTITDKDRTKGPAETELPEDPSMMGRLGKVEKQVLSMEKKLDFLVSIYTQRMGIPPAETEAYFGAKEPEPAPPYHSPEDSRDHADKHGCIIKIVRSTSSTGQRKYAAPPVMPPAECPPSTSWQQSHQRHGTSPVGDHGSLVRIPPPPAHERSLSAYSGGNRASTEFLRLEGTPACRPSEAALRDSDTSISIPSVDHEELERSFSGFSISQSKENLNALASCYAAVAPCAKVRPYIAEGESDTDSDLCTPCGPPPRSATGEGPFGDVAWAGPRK
* hit, by the source's call; i = inactive; · = not tested or not shown.

Start of the data: the first 3 entries, to show the layout:
nr	compound	KCNQ2 inh	CHT inh
1	Cc1ccccc1C(OCCN(C)C)c1ccccc1 (configuration not stated)	i	i
2	COc1ccc(C2(C)NC(=O)N(Cc3cc(Cl)cc4c3OCOC4)C2=O)cc1OC (configuration not stated)	i	i
3	O=C(O)CN=C(NS(=O)(=O)c1ccc(Cl)cc1)c1ccc(F)cc1	i	i

Results, from the start:
nr	compound	KCNQ2 inh	CHT inh
1	Cc1ccccc1C(OCCN(C)C)c1ccccc1 (configuration not stated)	i	i
2	COc1ccc(C2(C)NC(=O)N(Cc3cc(Cl)cc4c3OCOC4)C2=O)cc1OC (configuration not stated)	i	i
3	O=C(O)CN=C(NS(=O)(=O)c1ccc(Cl)cc1)c1ccc(F)cc1	i	i
4	COc1ccc(CC(=O)Oc2ccc(F)cc2)cc1	i	i
5	CC(C)CCNC(=O)c1cc(S(=O)(=O)N2CCc3ccccc32)cn1C	i	i
6	Cc1cnc(C(=O)OCc2ccc(Br)cc2)cn1	i	i
7	Cc1ccc(-c2cc(C(=O)N/N=C/c3c(C)nn(-c4ccccc4)c3C)n[nH]2)s1	i	·
8	CC(C)=NNc1nc2c(c(=O)[nH]c(=O)n2C)n1CCc1ccccc1	i	i
9	CCOc1cc(/C=N/O)cc(Br)c1OCC(=O)NCc1ccccc1	i	i
10	COc1ccccc1CNC(=O)C1CCC(=O)N1C(C)C (configuration not stated)	i	i
11	Cc1cccc(CC2S/C(=N/N=C/c3ccco3)N(c3ccccc3)C2=O)c1 (configuration not stated)	i	i
12	COc1ccc(OC)c(CCNC(=O)CS(=O)(=O)Cc2nc(-c3ccc(C)cc3)oc2C)c1	i	i
13	C=CCN(c1ccccc1)S(=O)(=O)c1ccc2c(c1)N(C(C)=O)CCO2	i	i
14	COc1ccc(C2(c3ccc(OC)cc3)NC(=O)N(CC(=O)NC3CCCC3)C2=O)cc1	i	i
15	O=C(CSc1cccc(C(F)(F)F)c1)NCc1ccccc1	i	-5.8*
16	Cc1ccc2c(C(=O)CN3CCN(C(=O)c4ccco4)CC3)c(C)[nH]c2c1	i	i
17	Cc1c(C(=O)Nc2ccc(Cl)cn2)oc2ccccc12	i	i
18	C=CCNCCOc1ccc(C)cc1[N+](=O)[O-]	i	i
19	CCC(C(=O)NCc1ccc(C)cc1)c1ccccc1 (configuration not stated)	i	i
20	CC(C)CCN1C(=O)c2ccc(-c3nc4ccccc4c(=O)o3)cc2C1=O	i	i
21	Fc1cccc(NC(=S)NCCCN2CCOCC2)c1	i	i
22	COc1ccccc1N1C(=N)S/C(=C\c2ccc(-c3ccccc3C(=O)O)o2)C1=O	i	i
23	CCOc1ccc(Br)cc1S(=O)(=O)Nc1ccc(C(=O)OC(C)C(=O)N(C)c2ccccc2)cc1 (configuration not stated)	i	i
24	Cc1ccc(NC(=S)N(CCCN2CCCC(C)C2)Cc2ccco2)cc1C (configuration not stated)	i	i
25	COc1ccc(/C=C2\SC(=O)N(CC(=O)Nc3ccc(O)cc3)C2=O)cc1OC	i	i
26	CC(=O)N=C1SC2CS(=O)(=O)CC2N1Cc1ccc(C)cc1 (configuration not stated)	i	i
27	O=C(NCc1nc2ccccc2[nH]1)c1ccc(S(=O)(=O)N2CCCC2)cc1	i	i
28	CN1CCN(NC(=O)Nc2cccc(F)c2)CC1	i	i
29	CCOC(=O)Cc1cc(=O)n2[nH]c(-c3ccccc3)c(-c3ccccc3)c2n1	i	i
30	COc1cc(C=O)ccc1OCc1ccc(Cl)nc1	i	i
31	CCOC(=O)c1[nH]c2c(c1C)C(=O)CC(c1ccc(OCC)c(OC)c1)C2 (configuration not stated)	i	i
32	O=C(Nc1ccc(OCC(=O)N2CCOCC2)cc1)c1ccccc1F	i	i
33	Cc1ccc2nc(C3CCN(CC(=O)Nc4ccc5c(c4)OCCO5)CC3)[nH]c2c1	i	i
34	O=C1c2cccc(OCc3ccc(F)cc3)c2CCN1Cc1ccc(F)cc1	i	i
35	Cc1nn(C)c(Oc2cccc(C(F)(F)F)c2)c1C=O	i	i
36	Cn1c(CCNS(=O)(=O)c2ccccc2)nc2cc([N+](=O)[O-])ccc21	i	i
37	Cc1cc(Cl)ccc1OC(C)C(=O)Nc1cnn(CCCC(=O)O)c1 (configuration not stated)	i	i
38	N/C(=N\NC(=O)c1ccccc1)c1cc2ccccc2oc1=O	i	i
39	CCCN(CCC)CCNC(=O)c1cc2c(-c3ccc(Cl)cc3)nn(C)c2s1	-7.3*	i
40	COc1nc(OC)nc(Oc2ccc([N+](=O)[O-])cc2Cl)n1	i	i
41	CCOC(=O)C1CCN(C(=O)c2cccnc2Cl)CC1	i	i
42	COC(=O)c1ccc(CN(C)S(=O)(=O)c2cccs2)cc1	i	i
43	Cc1ccc2c(c1)N(C(C)C(=O)NCCc1ccccc1)C(=O)CO2 (configuration not stated)	i	i
44	C#CCSc1nnc(-c2c[nH]c3ccccc23)n1C	i	i
45	CC1CN(S(=O)(=O)c2ccc(NC(=O)CCN3C(=O)c4ccccc4C3=O)cc2)CC(C)O1 (configuration not stated)	i	i
46	COc1ccc(OCC(=O)NCc2ccc(Cl)cc2)cc1	i	i
47	COc1ccc(S(=O)(=O)N2CCC(C(=O)NCCN3CCOCC3)CC2)cc1C	i	i
48	O=C(NCc1ccc2c(c1)OCO2)C1CCCN(S(=O)(=O)c2cccc3nonc23)C1 (configuration not stated)	·	i
49	CS(=O)(=O)Nc1ccc(-c2nnc3n2CCCCC3)cc1	i	i
50	CN(CC(=O)Nc1ccc(S(=O)(=O)N(C)C)cc1)Cc1ccc(C(F)(F)F)cc1	i	i
51	CN(C)CCNC(=O)CNC(=S)N(Cc1ccccc1)Cc1ccccc1F	i	i
52	C/C(=N\NC(=O)CC(C)C)c1ccc(N2CCCCC2)cc1	i	i
53	O=C(CCCCCn1c(=S)[nH]c2ccc(Br)cc2c1=O)NCC1CCCO1 (configuration not stated)	i	i
54	O=C(CSc1ccsc1[N+](=O)[O-])NCc1ccco1	i	i
55	Cc1sc2nc(-c3cccnc3)[nH]c(=O)c2c1-c1ccccc1	i	i
56	O=C(c1cnn(-c2cccc(F)c2)c1)c1ccccc1O	i	i
57	COC(=O)Cc1ccc(NC(=O)c2ccccc2Br)cc1	i	i
58	CN1C(C(=O)Nc2ccc(OC(F)(F)F)cc2)=CC(c2cccs2)=NS1(=O)=O	i	i
59	CCOc1nnnc2c1sc1nc(N3CCOCC3)c3c(c12)CCCC3	i	i
60	Clc1ccccc1CSc1cc2c(nn1)-c1ccccc1CC2	-8.09*	i

(continued)
nr	compound	KCNQ2 inh	CHT inh
61	CC(=O)c1ccc(NC(=O)Nc2cccnc2)cc1	i	i
62	COc1ccc(-c2nc3ccc(C)cn3c2NCc2ccccc2)cc1SC1CCCCC1	i	i
63	COc1nc(NC2CCCCC2)nc(N2CCCCCC2)n1	i	i
64	NC(=O)NC(=O)COC(=O)c1cccc(S(=O)(=O)N2CCCCCC2)c1	i	i
65	COCCCn1c(=O)c2sccc2n(Cc2cc(C(=O)OC)ccc2OC)c1=O	i	i
66	COc1cccc(NC(=O)CN(C)C(=O)CSc2nc3ccccc3s2)c1	i	i
67	COc1ccc(-n2c(CCc3ccccc3)nnc2SCC(=O)c2ccccc2)cc1	i	i
68	CC(C)(C)c1ccc(C(=O)n2cnc3ccccc32)cc1	i	i
69	Cc1cccc(N/N=C/c2ccncc2)c1	i	i
70	O=C(Nc1ccc(N2CCCC2)cc1)c1cccc(Cl)c1Cl	i	i
71	Cn1c(CCN2CCN(c3ccccn3)CC2)nc2cc(NS(=O)(=O)c3ccc(Cl)cc3)ccc21	i	i
72	C(=N\N1CCN(C2c3ccccc3-c3ccccc32)CC1)/c1ccccn1	i	i
73	CCOCCc1nnc(NC(=O)CS(=O)(=O)c2ccc(C)cc2)s1	i	i
74	CCOc1ccc(NC(=O)N(c2ccccc2)c2ccccc2)cc1	i	i
75	O=C(Cc1ccc(Br)cc1)NCCCn1ccnc1	i	i
76	O=C(Nc1ccc(-n2cccn2)cc1)C1CCN(Cc2ccsc2)CC1	i	i
77	CCn1c(SCC(=O)Nc2cccc(NC(C)=O)c2)nnc1C(C)C	i	i
78	C/C(=N\NC(=O)c1ccc(O)cc1)c1cccc(NC(=O)c2ccccc2C)c1	i	i
79	O=C(O)c1cc(S(=O)(=O)N2CCOCC2)ccc1N1CCOCC1	i	i
80	COc1ccc2nc3sc(C(=O)N4CCN(C)CC4)cc3cc2c1	i	i
81	CC1=NN(C(=O)c2cccc(Cn3nc(C)c([N+](=O)[O-])c3C)c2)C(O)(C(F)(F)F)C1 (configuration not stated)	i	i
82	Cc1nc2nc(SCc3ccccc3)[nH]n2c(=O)c1CCC(C)C	i	i
83	Cc1cc(=O)oc2cc(O[C@@H]3O[C@H](CO)[C@H](O)[C@H](O)[C@H]3O)ccc12	i	i
84	CCSc1nc2ccc(N3C(=O)C4C5C=CC(C5)C4C3=O)cc2s1 (configuration not stated)	i	i
85	Cc1ccc(N(Cc2cc(=O)[nH]c3ccccc23)C(=O)c2ccco2)cc1	i	i
86	CCN(CC)c1nc2ccccc2c(N)c1-c1ccccc1	i	i
87	CCOC(=O)C1(Cc2ccccc2Cl)CCN(C(=O)CN2CCOC2=O)CC1	i	i
88	CCN(CC)C(=O)Oc1nnc(SC(C)C)n1-c1ccc(Cl)cc1	i	i
89	CCc1nnc(NC(=O)c2ccc(-c3ccc(Cl)cc3)o2)s1	i	i
90	CCN1C(=O)c2cccc3c(S(=O)(=O)NCC4CCCO4)ccc1c23 (configuration not stated)	i	i
91	O=C(CNC(=O)c1ccco1)OCC(=O)c1ccc([N+](=O)[O-])cc1	i	i
92	CCOC(=O)Cc1csc(SCn2nnc3ccccc3c2=O)n1	i	i
93	O=C(Nc1ccncc1)c1cc(-c2ccccn2)nc2ccc(Br)cc12	i	i
94	O=C(Nc1cc(Cl)ccc1-n1cncn1)c1cncc(Br)c1	i	i
95	O=S(=O)(C/C(=C/CO)S(=O)(=O)c1ccccc1)c1ccccc1	-8.03*	i
96	Cn1cc(CN2CCN(Cc3ccccc3)CC2)c(-c2cccc(Cl)c2)n1	i	i

Continued, starting with the last 2 of the part before.
nr	compound	KCNQ2 inh	CHT inh
95	O=S(=O)(C/C(=C/CO)S(=O)(=O)c1ccccc1)c1ccccc1	-8.03*	i
96	Cn1cc(CN2CCN(Cc3ccccc3)CC2)c(-c2cccc(Cl)c2)n1	i	i
97	O=C(CCc1ccccc1)NCCc1cccs1	i	i
98	Cc1cccc(NC(=O)CCS(=O)(=O)c2cc3c(cc2Cl)NC(=O)CO3)c1	i	i
99	Cc1cccnc1NC(=O)c1ccc(OCc2c(C)noc2C)cc1	i	i
100	CC(C)COC(=O)/C(C#N)=C/c1c[nH]c2ccccc12	i	i
101	CCc1cccc(NC(=O)Nc2cccs2)c1	i	i
102	Cc1nn(CC(=O)NC(C)CCc2ccccc2)c(=O)c2nn(-c3ccccc3)c(C)c12 (configuration not stated)	i	i
103	CNS(=O)(=O)c1cccc(C(=O)NNC(=O)CN(C)S(=O)(=O)c2ccc(Cl)cc2)c1	i	i
104	Cc1ccc(-n2c(C)cc(C=C(C#N)C#N)c2C)cc1	i	i
105	CCOc1ccc(-n2c(Cc3cc(=O)[nH]c(=O)[nH]3)nnc2SCC(=O)OC)cc1	i	i
106	Cc1ccc(C(=O)N2CCCc3ccccc32)c(F)c1F	i	i
107	C=CCN1C(=O)c2ccc(C(=O)N(CC(C)C)c3c(N)n(CCCC)c(=O)[nH]c3=O)cc2C1=O	i	i
108	c1ccc(N2CCN(Cc3cnc(N4CCOCC4)s3)CC2)cc1	i	i
109	Cc1c(C(=O)OCC(=O)N2CC(=O)Nc3ccccc32)oc2ccccc12	i	i
110	COc1ccc(C2C(C(=O)c3ccccc3)=C(C)Nc3nc4ccccc4n32)cc1OC (configuration not stated)	i	i
111	O=C(NCc1cccnc1)c1cc(-c2ccc(Cl)cc2)oc1C(F)(F)F	i	i
112	O=C(NCCO)C1(c2ccc(Cl)cc2)CCCC1	i	i
113	Cc1ccc2c(c1)C(O)(CC(=O)c1ccc(C)s1)C(=O)N2 (configuration not stated)	i	i
114	Cc1cccc(NC(=O)c2ccc(COc3ccccc3[N+](=O)[O-])o2)n1	i	i
115	CC1CCc2c(sc(NC(=O)c3ccccc3C(=O)O)c2C#N)C1 (configuration not stated)	i	i
116	COc1ccc(/C=C/c2c([N+](=O)[O-])c(=O)n(C)c(=O)n2C)cc1O	i	i
117	O=C1NN=C(c2ccc(Cl)cc2)CC1c1cccc(Br)c1 (configuration not stated)	i	i
118	COC(=O)c1cc(OC)c(OC)cc1NC(=O)C(C)Sc1ccc(C)cc1 (configuration not stated)	i	i
119	Cc1ccc2nc3c(nc2c1)-c1ccccc1C3=O	i	i
120	COc1ccc(C(C)=O)cc1Cn1nnc(-c2ccccc2Br)n1	i	i
121	Cc1cccc(/C(N)=N/OC(=O)CCC2CCCCC2)c1	i	i
122	Cc1cccc(Nc2nc(N)c(C#N)c(CC#N)c2C#N)c1	i	i
123	O=C(COC(=O)c1ccc(Cl)nc1)NCc1ccc2c(c1)OCO2	i	i
124	COc1cccc(N2CC(C(=O)Nc3nnc(SCCN4CCOCC4)s3)CC2=O)c1 (configuration not stated)	i	i
125	CC(C)(C)c1ccc2c(c1)OC(C(=O)N/N=C\c1ccccn1)CO2 (configuration not stated)	i	i
126	Cc1ccc(NC(=O)c2ccc3c(c2)OCCO3)cc1C	i	i
127	COc1ccc(/C=C2\SC(=O)N(CCC(=O)Nc3ccc(S(=O)(=O)Nc4nccs4)cc3)C2=O)cc1	i	i
128	FC(F)C(F)(F)C1=CC(c2ccccc2)=NCCN1	i	i
129	COC(=O)CSC1=C(C#N)C(c2ccccc2OC)C(C(=O)OC)C(=O)N1 (configuration not stated)	i	i
130	CCN(CC)S(=O)(=O)c1cnccc1N1CCN(c2cccc(Cl)c2)CC1	i	i
131	Nc1c(C(=O)Nc2ccccc2Cl)nnn1-c1ccc2c(c1)OCCO2	i	i
